From PubChem
ATXN2 expr inh = reduces ATXN2 reporter expression in HEK-293 cells; HEK-293 ATXN2-luciferase reporter, luminescence, 24 h; Potency, µM (top dose mostly 57 µM), without a hit: at the highest dose activity change, negative = inhibition, usual class: inhibitors; 360,000 compounds, 0.72% hits; AID 1745845; further: potency means the concentration at half of the fitted maximal effect; on the % scale 0 is the no-effect control and ±100 the full control effect; nearly all actives have a fitted effect of over 55% in size
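qHTS (up to 57 uM final) was run with 24 h compound exposure of reporter cells at 37 °C. Each well was multiplexed: SteadyGlo luminescence measured ATXN2-luciferase expression after a fluorogenic Gly-Phe-AFC viability readout (25 uM final).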
HT1080-NT tox = kills 2HG-producing HT-1080-NT fibrosarcoma cells | HT-1080-NT fibrosarcoma viability, CellTiter-Glo ATP luminescence, 48 h | Potency, µM (highest dose often 46.1 µM), for the others: at the top dose activity, negative = less viability, actives largely listed as cytotoxic | 360,000 compounds, 1.6% hits | AID 686970;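 further: NT is the 2HG producing partner of a matched IDH1 knockdown line; potency means the concentration at half of the fitted maximal effect; 0% = DMSO-treated cells and -100% = media-only wells without cells; nearly all actives have a fitted effect of over 55% in size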
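HT-1080-NT; 750 cells/well; 5% FBS RPMI; 48 h compound, 37 degrees C; CellTiter-Glo luminescence; curve fitting and curve-class assignment.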
MCF10A rereplic = DNA re-replication induction in MCF 10a cells; AID 624296; MCF 10A DNA re-replication, Hoechst nuclear intensity, 48 h; Potency, µM (highest dose often 46.1 µM), inactives show at the top dose activity, positive = re-replication, actives largely listed as activators; 350,000 compounds, 2.9% hits; further: potency means the concentration at half of the fitted maximal effect; % of control where 0% means no effect; nearly all actives have a fitted effect of over 50% in size
IL-1B inflam inh = inhibitors of inflammasome signaling (IL-1 beta secretion). activity change, % at 57.5 µM. 360,000 compounds, 4.7% hits. AID 743279. THP-1 LPS/ATP IL-1B secretion, AlphaLISA, 16 h; stronger effect = lower value; in the data active means activity change below about -50%; inconclusive means mostly about -30% to -49%; further: on the % scale 0 is the no-effect control and ±100 the full control effect
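Secreted IL-1B measured by AlphaLISA bead assay after 16 h compound exposure of THP-1 cells; compounds (final up to 57.5 uM) added 1 h before LPS (250 ng/mL) and ATP (1.25 mM) stimulation; lower signal means less secretion.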
KB-V1 MDR tox = KB-V1 MDR subline cytotoxicity | Potency, µM (doses to about 46.1 µM), for the others: top-dose activity change, negative = cytotoxicity, hits mostly cytotoxic | AID 1347076 | 400,000 compounds, 3.4% hits | KB-V1 MDR cells viability, CellTiter-Glo, 72 h; further: potency means the concentration at half of the fitted maximal effect; on the % scale 0 is the no-effect control and ±100 the full control effect; nearly all actives have a fitted effect of over 60% in size
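Compound-treated KB-V1 multidrug-resistant cells, 72 h, 37 degrees C; viability by CellTiter-Glo. Fitted qHTS curves give the values.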
HT1080 IDH1KD tx = toxicity to HT-1080 IDH1 knockdown cells (counter line) | AID 686971 | Potency, µM (top dose mostly 46.1 µM), inactives show top-dose activity, negative = toxicity, usual class: cytotoxic | 360,000 compounds, 2% hits | HT-1080 IDH1 knockdown viability, ATP luminescence, 48 h;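 further: potency means the concentration at half of the fitted maximal effect; 0% = DMSO wells and -100% = cell-free medium wells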
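HT-1080-IDH1KD cells (IDH1 knocked down), 750/well in RPMI with 5% FBS, treated with compound 48 h at 37 degrees C. Viability by CellTiter-Glo luminescence, normalised to DMSO and no-cell wells; concentration-response curves classed.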
WRN inhibitor = WRN helicase (human) inhibition; Potency, µM (top dose mostly 114 µM), without a hit: top-dose activity change, negative = inhibition, usual class: inhibitors; WRN helicase unwinding, fluorescent forked duplex, kinetic; 360,000 compounds, 0.46% hits; AID 651768; further: potency means the concentration at half of the fitted maximal effect; on the % scale 0 is the no-effect control and ±100 the full control effect; nearly all actives have a fitted effect of over 55% in size
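Screening of the MLSMR collection measured strand separation of a quenched forked DNA duplex (100 nM) by 20 nM WRN with 2 mM ATP, all final. Compounds were preincubated with enzyme 15 min at room temperature.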
SW480 rerep = inducers of DNA re-replication in SW480 colon cancer cells; Potency, µM (titrated, usually from 46.1 µM), for inactives: top-dose re-replication activation, most hits filed as activators; AID 624297; SW480 DNA re-replication, Hoechst DNA content imaging, 48 h; 340,000 compounds, 1.8% hits; further: potency means the concentration at half of the fitted maximal effect; % of control where 0% means no effect; nearly all actives have a fitted effect of over 55% in size
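Readout is total intensity of Hoechst-stained nuclei, excited at 405 nm and collected at 500-530 nm. Compound treatment lasted 48 hr at 37 C in 5% CO2 before staining.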
KB-3-1 cytotox = kills parental KB-3-1 adenocarcinoma cells; 400,000 compounds, 1.4% hits; AID 1347075; KB-3-1 viability, CellTiter-Glo ATP luminescence, 72 h; Potency, µM (doses to about 46.1 µM), for the others: at the highest dose activity change, negative = cytotoxic, hits mostly cytotoxic; further: potency means the concentration at half of the fitted maximal effect; on the % scale 0 is the no-effect control and ±100 the full control effect; nearly all actives have a fitted effect of over 60% in size
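Screening of KB-3-1 cells (DMEM, 10% FBS, phenol-red free) ran from lowest to highest compound concentration; after 72 h at 37 °C viability was read luminescently and curves fitted.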
The depositor's hits bear a star; ? = inconclusive; nt = not tested or not shown; [ ] = another dose, or the depositor's remark. Unless noted, the call rests on the fitted dose curve; in most records, active means well fitted curve in the direction sought with a large enough effect; inconclusive means small, poorly fitted or top-dose-only effect, or another doubt; inactive means no such curve, though single readings can be large; an effect the other way counts as inactive or inconclusive.

Each structure is followed by: KB-3-1 cytotox	IL-1B inflam inh	HT1080 IDH1KD tx	KB-V1 MDR tox	ATXN2 expr inh	MCF10A rereplic	SW480 rerep	WRN inhibitor	HT1080-NT tox
COCCNC(=O)CSc1nc(N)c(NC(=O)c2ccccc2F)c(=O)[nH]1
→ ?	0	10%	-7%	1%	-1%	nt	-20%	18%
O=C(c1ccco1)N1N=C(c2cccs2)CC1c1cc([N+](=O)[O-])ccc1O (configuration not stated)
→ 2%	0	-9%	-10%	4%	2%	18%	-11%	-15%
CCOC(=O)c1c(C)n(-c2ccccc2)c2ccc(O)c(CN(C)C)c12
→ -18%	nt	?	-48%	-17%[11.3 µM]	17%	1%	-16%	?
Cc1cc(C(=O)OCC(=O)c2ccc(Br)s2)no1
→ 6%	0	3%	0%	-1%	0%	-5%	-8%	7%
COC(=O)CSc1nc(-c2ccccc2)cc(-c2ccco2)c1C#N
→ 6%	30	4%	?	3%	12%	-1%	-3%	1%
O=C1/C(=C\c2ccccc2)SC(=S)N1CCC(=O)N1CCCCC1CCO (configuration not stated)
→ ?	?	-14%	?	-14%	-3%	-2%	-2%	-3%
CCOC(=O)c1cn2nc(N3CCCCC3)ccc2n1
→ 13%	-8	-1%	9%	?	0%	-146%[inhibitor]	-8%	-17%
CC(=O)c1ccc(NC(=S)N2CCC(O)CC2)cc1
→ -3%	-10	17%	24%	12%	-1%	1%	-2%	13%
O=S(=O)(c1ccccc1)N1CCN(c2ccnc3cc(Cl)ccc23)CC1
→ -1%	-86*	?	?	13µM*	10%	2%	0%[57.1 µM]	-27%
Cc1ccc(NC(=O)CN2CCC3(O)CCCCC3C2c2ccc3c(c2)OCO3)c(C)c1 (configuration not stated)
→ 3%	-12	-12%	6%	-7%	9%	-3%	-12%	0%
O=C1NC[C@H](CCCCN2C[C@H](Cc3ccc(O)cc3)N(CCc3ccccc3)C(=O)C2=O)N(CCC2CCCCC2)C1=O
→ 25%	-9	10%	21%	7%	nt	nt	-11%	16%
O=C(O)CNC(=O)c1ccc(Oc2c(F)c(F)c(Oc3ccc(C(=O)NCC(=O)O)cc3)c(F)c2F)cc1
→ -2%	-12	-3%	-5%	7%	14%	12%	-15%[57.1 µM]	18%
Cc1nn(-c2ccccc2C(=O)O)c(=O)c2ccccc12
→ 3%	15	-2%	-1%	-4%	-4%	-6%	6%	11%
O=c1cc(-c2ccccc2)nc2nc(COc3ccccc3)[nH]n12
→ 0%	24	12%[9.24 µM]	7%	-5%	-1%	-10%	-7%	?
CCOc1ccc(NC(=O)c2nnn(CC(=O)Nc3ccccc3OC)c2N)cc1
→ 10%	5	3%	-19%	31%	?	0%	0%	-5%
COc1cc(NC(=O)CSc2nnc(-c3cc(C)on3)o2)cc(OC)c1
→ -3%	-2	1%	5%	-11%	-4%	-11%	-4%	4%
O=C(O)c1ccc(C2CCCCC2)cn1
→ 6%	-2	-27%	?	1%	20%	-31%[inhibitor]	-5%	?
COC(=O)c1c(-c2cccc(C)c2)csc1NC(=O)C1CCCO1 (configuration not stated)
→ -1%	-9	-5%	?	8%	8%	-2%	-15%	-6%
Cc1ccccc1CCNC(=O)Cn1ccc2cc(S(=O)(=O)N3CCCC3)ccc21
→ -29%	5	-19%	-11%	14%	1%	-1%	-9%	-8%
Cc1cccc(NCc2cc(Cl)ccc2O)n1
→ 2%	-79*	0%[9.24 µM]	7%	-12%	-6%	-2%	-13%[57.1 µM]	?
CCc1cc2c(C)cc(=O)oc2cc1OC(=O)C1CCCN1C(=O)OC(C)(C)C (configuration not stated)
→ 25%	29	3%	-8%	19%	11%	18µM*	-2%[57.1 µM]	12%
Cc1ccc(O)c(CNCCNCc2cc(C)ccc2O)c1
→ 0%	117	?	-8%	?	-25%	15%	-3%	?
O=C1C2CCCCC2C(=O)N1c1cccc(OS(=O)(=O)c2ccccc2)c1 (configuration not stated)
→ 15%	15	1%	5%	1%	1%	-7%	12%	10%
CN(C)C(CNC(=O)C1CC(=O)N(Cc2ccccc2)C1)c1ccccc1 (configuration not stated)
→ 13%	6	-12%	-1%	2%	8%	-1%	-11%	-12%
CCNC(=O)CC1SC(=Nc2ccc(C)c([N+](=O)[O-])c2)N(C)C1=O (configuration not stated)
→ 1%	7	-11%	1%	nt	1%	-17%	-2%	-3%
O=C(c1ccc(Br)o1)N1CCN(c2ccc(F)cc2)CC1
→ 3%	?	19%	-8%	-31%	11%	-5%	7%	29%
Cc1ccc(CNC(=O)CNS(=O)(=O)c2ccc(Br)s2)cc1
→ -2%	8	6%	11%	-3%	0%	-10%	-3%	-1%
Cc1cc2n(n1)C(c1ccc3c(c1)OCO3)Nc1c(C)cccc1-2 (configuration not stated)
→ -2%	-2	0%	16%	nt	-4%	-19%	-2%	-5%
COc1cccc(C2=NOC(C(=O)NCc3cccnc3)C2)c1 (configuration not stated)
→ -3%	51	-3%	21%	7%	15%	8%	11%	-4%
Cc1ccc(-c2nc(CSCC(=O)NCCN3CCN(Cc4ccccc4)CC3)c(C)o2)cc1
→ ?	-27	-11%	?	?	14%	7%	7%	-7%
Nc1c(-c2ccccc2)cnn1-c1cccc(C(F)(F)F)c1
→ 0%	-8	8%	0%	74%[activator]	2%	-3%	-2%	22%
Nc1nnc(SCC(=O)c2ccc3ccccc3c2)s1
→ 11%	28	-3%	0%	45%[activator]	-4%	-5%	-7%	-1%
O=C(c1ccc(NC(=O)C2(c3ccccc3)CCOCC2)cc1)N1CCOCC1
→ 14%	-15	12%	5%	-4%	-4%	-1%	0%	9%
COc1ccccc1CNC(=O)COc1ccc2c(c1)CCC2
→ -2%	-5	7%	-6%	nt	-6%	-79%[inhibitor]	4%	10%
O=C(c1ccccc1)c1nnc(-c2ccccc2F)o1
→ 5%	-10	12%	-19%	56%[activator]	4%	-6%	5%	13%
NCCCC[C@H]1CNC(=S)N1CC1(c2ccccc2)CC1
→ 10%	5	7%	0%	2%	-2%	-2%	1%	6%
CCCS(=O)(=O)N1CCC(C(=O)NCCN(C)Cc2ccccc2)CC1
→ 12%	-4	8%	-1%	7%	15%	-3%	4%	16%
CCc1nnc2c3cnn(-c4ccccc4)c3ncn12
→ -20%	0	12%	13%	30%	17%	0%[9.22 µM]	8%	15%
CCN(CC)c1ccc(/C=C2\CCC(/C=N/NC(=O)c3ccc(=O)n(C)c3)=C2N2CCOCC2)cc1
→ 19%	0	-3%	10%	nt	?	-5%	-7%	?
COc1ccc(C(C)NCCC(c2ccc(OC(C)C)cc2)c2ccccc2OC)cc1 (configuration not stated)
→ 21µM*	-98*	?	16µM*	?	23µM*	?	1%	15µM*
Cc1cccc(OCCCN2CCOCC2)c1
→ 11%	4	-9%	-14%	9%	1%	-1%	0%	-8%
CCC(C)CN1C(=O)CSCC1(C)C(=O)NCc1ccccc1 (configuration not stated)
→ 2%	-6	25%	?	nt	nt	nt	-4%	-4%
COc1ccc(-n2c(Cn3c(=O)sc4ccccc43)nnc2SCC(=O)N2CCOCC2)cc1
→ -3%	-1	-6%	-21%	-8%	-6%	-5%	6%	-1%
CCOC(=O)Cn1c(-c2ccc(OC)cc2)c(-c2ccc(OC)cc2)nnc1=O
→ 2%	-5	18%	-15%	-14%	-28%[9.22 µM]	-20%	-3%	4%
CC(NC(=O)COc1ccc(Br)cc1)C(=O)O (configuration not stated)
→ 5%	10	6%	14%	3%	-5%	-6%	-1%	-2%
COc1ccc(/C=C/c2nc3ccccc3c(=O)o2)cc1
→ -3%	17	-4%	-3%	?	5%	-2%	3%	-7%

Compounds were not picked by outcome; 12% or so of the library scored in one or more.
